eIF4E-4G inh: eIF4E/eIF4G interaction inhibition in translation initiation; P63073+Q04637; TR-FRET eIF4E-eIF4GI(517-606) binding, 2 h; inhibition, % at 21.7 µM; 0.37% of 220,000 active;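 active means inhibition above about 30%, limit read from the data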;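 further: 0% = full FRET control wells and 100% = background wells lacking eIF4GI fragment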
NPY2 pot ag: potentiates or activates human NPY-Y2 receptor; cells expressing NPY-Y2, potentiator/agonist read-out; AID 1359; activation, % at 3.6 µM; 0.45% of 220,000 active; in the data active means activation above about 27%;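 further: cells stimulated with NPY near EC25 plus isoproterenol at EC100; 0% = vehicle plus submaximal agonist and 100% = vehicle plus saturating agonist; some results beyond the cut were filed as inactive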
PERK inh: blocks human PERK kinase; 0.17% of 220,000 active; inhibition, % at 5.6 µM; Q9NZJ5; CHO PERK-DD fusion, SEAP luminescence translation reporter;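 active means inhibition above the mean inhibition of all tested compounds plus 3 SD, set separately per screening campaign, cut at about 2.9% in these data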;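 further: PERK kinase domain activated by AP20187 dimerizer at 100 nM; 0% = DMSO with dimerizer and 100% = rapamycin at 8.4 µM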
BaF3 tox: parental Ba/F3 viability inhibition as JAK2V617F counter-screen; CellTiter-Glo ATP luminescence; 1.1% of 220,000 active; inhibition, % at 5.6 µM;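 active means inhibition above a per-campaign cutoff, the mean inhibition of all tested compounds plus 3 SD, cut at about 27% in these data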;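 further: 0% = DMSO wells and 100% = JAK Inhibitor I control wells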
Mdm2 ligase inh: inhibitors of human Mdm2 E3 ubiquitin ligase | Q00987 | cell-based MDM2 ubiquitination luciferase reporter, 2 h; 0 = plate control, 100 = twice control, blank-subtracted | signal enhancement, % at 5 µM | 0.11% of 210,000 active;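 active means signal enhancement of 30% or more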;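 further: luminescence tracks abundance of the self-degrading MDM2-luciferase fusion protein; higher signal means inhibition of MDM2 E3 ligase activity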
Target sequence (Q00987 whole entry, looked up, the tested form may be a part): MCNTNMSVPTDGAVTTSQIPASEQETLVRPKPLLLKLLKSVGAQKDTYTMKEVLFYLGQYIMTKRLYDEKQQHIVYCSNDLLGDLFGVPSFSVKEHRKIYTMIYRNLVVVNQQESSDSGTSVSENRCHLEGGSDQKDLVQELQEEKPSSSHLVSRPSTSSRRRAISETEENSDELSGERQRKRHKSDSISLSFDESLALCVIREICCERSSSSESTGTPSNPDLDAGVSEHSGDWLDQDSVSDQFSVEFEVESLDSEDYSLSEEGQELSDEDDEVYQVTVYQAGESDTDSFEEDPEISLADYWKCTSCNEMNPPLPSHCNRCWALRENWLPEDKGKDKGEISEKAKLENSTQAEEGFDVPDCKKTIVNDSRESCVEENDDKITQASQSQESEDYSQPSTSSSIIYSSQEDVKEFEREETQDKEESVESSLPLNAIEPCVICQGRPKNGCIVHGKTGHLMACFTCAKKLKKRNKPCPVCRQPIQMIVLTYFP
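Assay system: stable mammalian line carrying autodegrading MDM2–luciferase fusion reporter; Input: 2000 cells in each well; Compound dosing: single-point 5 µM; Schedule: 2 h compound exposure at 37 °C; Signal: SteadyLite luciferase luminescence after 15 min room-temperature reagent incubation; Evaluation: % luminescence enhancement versus blank-corrected plate control mean; Benchmarks: plate controls and plate blanks.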
S1P4 antagonist: human S1P4 receptor antagonism; O95977; S1P4-expressing cells, antagonist mode, reporter read-out; inhibition, % at 4.98 µM; 0.26% of 220,000 active; AID 1510; in the data active means inhibition above about 29%;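 further: 0% = wells stimulated with agonist and 100% = vehicle wells without agonist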
Target sequence (O95977 whole entry, looked up): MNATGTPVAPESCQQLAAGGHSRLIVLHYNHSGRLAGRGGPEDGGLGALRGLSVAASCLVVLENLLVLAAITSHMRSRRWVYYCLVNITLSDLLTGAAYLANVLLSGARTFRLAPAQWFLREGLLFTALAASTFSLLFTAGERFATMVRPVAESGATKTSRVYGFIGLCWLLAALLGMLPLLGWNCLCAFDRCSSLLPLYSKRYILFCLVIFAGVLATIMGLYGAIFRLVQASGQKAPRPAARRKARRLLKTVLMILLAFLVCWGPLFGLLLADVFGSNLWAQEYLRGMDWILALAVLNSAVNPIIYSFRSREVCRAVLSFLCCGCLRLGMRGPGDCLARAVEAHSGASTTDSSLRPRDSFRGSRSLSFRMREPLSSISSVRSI
S1P4 ag: agonists of human S1P4 receptor | O95977 | S1P4-expressing cell line, agonist reporter assay | activation, % at 4.98 µM | 0.35% of 220,000 active | AID 1509; in the data active means activation above about 11%;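 further: 0% = DMSO vehicle and 100% = reference agonist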
Ba/F3 V617F tox: lowers viability of Ba/F3 cells expressing EpoR and JAK2V617F | ATP luminescence | inhibition, % at 5.6 µM | 1.1% of 220,000 active;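 active means inhibition above the campaign mean plus 3 SD over all tested compounds, cut at about 24% in these data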;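 further: cytokine-independent growth of Ba/F3 cells driven by EpoR plus mutant JAK2; 0% = DMSO-treated cells and 100% = JAK inhibitor I control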
Wee1 stabilizer: blocks degradation of human Wee1 kinase; reporter increase, % at 5 µM; 1.2% of 220,000 active; P30291; HeLa Luc-Wee1K328M stability, luciferase luminescence; 100% = proteasome inhibitor MG132 effect;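 active means activation above the mean of all tested compounds plus 3 SD, set per screening run, cut at about 8.8% in these data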;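 further: cells exposed to compound for 20 h before luminescence read; 0% = DMSO alone and 100% = MG132 at 30 µM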
* = called active by the depositor; x = not tested or not shown; [ ] = dose if it differs, or a comment.

SMILES	eIF4E-4G inh	NPY2 pot ag	PERK inh	BaF3 tox	Mdm2 ligase inh	S1P4 antagonist	S1P4 ag	Ba/F3 V617F tox	Wee1 stabilizer
Cc1ccc(NC(=O)c2ccc([N+](=O)[O-])o2)c(C)c1	2	-12	0.4	-6	-54	25	-1.2	1	3
CCN1CCc2c(sc(NC(=O)CN3C(=O)c4ccccc4C3=O)c2C(N)=O)C1	-6	-1	0.3	3	-12	5	-0.1	3	-2
CCCCCCCCCCOC(=O)C[N+](C)(C)C/C=C(/C)Cl	0	-3	0.9	59*	-13	-9	3.2	67*	-1
CCC1CC(/C(C)=N/NC(N)=O)OC1=O (stereo not drawn)	2	5	-0.1	4	-16	-4	1.7	3	-2
O=C(COC(=O)c1cccnc1Cl)NCc1ccc2c(c1)OCO2	4	-18	0.7	7	-4	3	-0.3	0	1
Cc1[nH]n(-c2ccccc2)c(=O)c1Sc1ccc(Cl)cc1	4	-17	0.5	1	-2	-6	0.3	3	6
COc1ccc(-n2c(N)c(C(=O)NCc3cccnc3)sc2=S)cc1	-2	-3	0.7	0	-15	15	-0.9	-2	-3
Cc1ccc(C)c(N2CCN(S(=O)(=O)c3ccc4c(c3)CCN4C(=O)CCC(=O)O)CC2)c1	19	-6	1.5	6	-8	5	-4.1	-1	2
O=C(NCN1CCc2ccccc2C1)c1ccccc1	1	-5	0.8	4	-16	-5	-0.5	2	-1
CCn1cc(C(=O)NCc2ccccn2)c(=O)c2cc(S(=O)(=O)N3CCCCC3)ccc21	5	-1	-1.1	3	-4	-18	2.0	3	6
COc1cccc(CNn2cnnc2)c1OCc1ccccc1F	0	14	0.4	8	-7	3	0.0	2	-3
Oc1cccc(C=NCc2ccccc2)c1O	2	9	0.7	10	-8	-5	-1.0	5	-3
CC(=O)Nc1nc(=S)n(-c2ccccc2)[nH]1	20	9	0.2	7	-24	-8	0.1	-2	-2
CCCOC(=O)c1c(N)sc2c1CCC2	9[fluorescence artefact?]	-2	0.3	4	2	-15	-2.4	0	-1
Nn1c(SCC(=O)NC2CCCCC2)nnc1-c1ccc(Cl)cc1	1	-9	0.1	8	-19	1	-1.2	0	-1
Oc1oc(-c2ccco2)nc1C=Nc1ccccc1	-8[fluorescence artefact?]	-3	0.0	2	-7	0	1.6	-4	3
C[n+]1cccc(/C=N/Nc2nc(Cl)c(C#N)c(Cl)c2Cl)c1	0	10	0.6	1	-4	-7	0.5	-2	1
Cc1nc(C)c(C(=O)C2=C(O)C(=O)N(CCN3CCOCC3)C2c2cccnc2)s1 (stereo not drawn)	-11	-5	1.0	1	4	3	-0.2	-3	-2
COc1cc(C(=O)NCCc2cn3ccc(C)cc3n2)cc(OC)c1OC	0[fluorescence artefact?]	6	0.2	3	-7	-39	1.0	-3	4
O=C(COC(=O)CCc1nc2ccccc2c(=O)[nH]1)NC(=O)NC1CCCC1	17	1	0.3	-1	-7	-6	-0.5	-5	0
CN(C)c1ccc(C=Nc2ccccc2C(N)=O)cc1	7	0	1.2	4	-78	-12	0.7	-1	0
CCCS(=O)(=O)N1CCN(C(=O)COc2ccc(OC)cc2)CC1	-2[fluorescence artefact?]	-7	-0.2	1	-20	3	0.3	-2	-2
CCN(CC)C(=O)CCC(=O)Nc1ccc(C(=O)OC)cc1	-1	-9	-0.5	2	-12	-8	0.3	3	1
O=C(COC(=O)C12CC3CC(CC(O)(C3)C1)C2)NC(=O)NCc1ccco1	-6	-20	1.7	1	-15	8	1.0	-3	-4
COc1ccccc1OCC(=O)OCn1c(SC)nnc(C)c1=O	0	0	0.4	2	-7	-10	0.8	-1	-2
CC(C)NC(=O)CNc1ccc(C(F)(F)F)cc1[N+](=O)[O-]	0	2	-0.1	4	0	2	0.8	2	1
CCOc1ccc(CN(C)CC(=O)Nc2cccc(S(=O)(=O)N(C)c3ccccc3)c2)cc1	0	-12	-0.5	12	-8	8	-0.1	2	-1
CC(OC(=O)C1CCCCC1)C(=O)Nc1cccc(Cl)c1 (stereo not drawn)	1	-17	0.9	4	-14	-4	-0.8	-1	1
COC(=O)c1c[nH]n2c(=O)cc(C)nc12	4	-5	0.8	4	-14	-4	-0.6	-3	0
Brc1ccc(-n2c(SCc3nc4ccccc4[nH]3)nnc2-c2ccncc2)cc1	-1	-4	-0.5	0	-9	-23	2.6	-3	-3
CNC(=S)N/N=C/c1c(C(=O)OC)cnn1-c1ccc(F)cc1F	1	-1	1.1	2	-14	3	0.2	0	3
O=C(CCn1c(=O)[nH]c2ccccc2c1=O)NCCCN1CCN(c2cccc(Cl)c2)CC1	3	-1	-0.9	11	-10	5	1.0	4	-1
O=C(CSc1nc2[nH]ncc2c(=O)[nH]1)NCc1ccccc1	7	8	0.5	5	4	-13	2.5	-2	-1
COC(=O)c1nn(-c2ccccc2)c(=O)cc1Sc1ccc(Cl)cc1	1	4	0.2	-1	-18	-9	-0.1	-4	1
Cn1ccnc1C(=O)c1cc(SCC(=O)NC2CC2)nc2ccccc12	-1	10	0.6	5	-2	-6	0.7	1	-2
O=C1CC(c2cccs2)Sc2nc3ccccc3n21 (stereo not drawn)	8	13	1.5	-2	-27	-1	2.2	1	-1
O=C(N/N=C/c1ccc[nH]1)c1ccc(COc2cccc3cccnc23)cc1	1	18	1.1	80*	x	-1	-0.5	87*	1
CC(O)CSc1nc2c(c(=O)[nH]c(=O)n2C)n1CC(O)COc1ccccc1 (stereo not drawn)	3	-7	0.6	10	-9	-10	-0.1	2	7
Cc1ccc2[nH]c(C)c(/C=N/Nc3nc4ccccc4s3)c2c1	8	38*	-0.2	2	-12	-12	0.8	-3	-3
O=[n+]1c2c(n([O-])c3cc(Cl)ccc31)CCCC2	-2	-3	1.0	8	-1	-21	3.5	0	0
Nc1nc(C23CC4CC(CC(C4)C2)C3)[nH]c(=O)n1	4	0	-0.7	4	-9	6	-1.2	1	-1
C=CCNC(=S)Nc1sc2c(c1C#N)CCCC2	0	8	0.6	4	-4	-1	-1.6	1	1
CC(C)CC(=O)N1CCC(N2CCN(c3ccccc3)CC2)CC1	50*	10	0.8	5	-2	-29	2.4	-2	1
O=C(O)CCn1c(O)c(C=C2N=c3ccccc3=N2)sc1=S	-7	1	0.7	1	-12	1	0.6	2	4
O=C(COC(=O)c1cccc(Br)c1)Nc1cccc2c1C(=O)c1ccccc1C2=O	8	9	0.7	4	-2	-16	-0.8	1	0
CC(CCCC(C)(C)O)NCCO (stereo not drawn)	x	2	1.3	7	x	-6	1.7	-1	4
O=C(NCc1ccco1)c1ccc(CS(=O)(=O)Cc2ccc(Cl)cc2)o1	x	-16	0.4	5	-11	-16	-2.5	-5	1
CC(=O)CSc1nnc2c3ccccc3nc(C(C)(C)C)n12	3	-2	0.1	1	0	4	2.0	-4	0

Random excerpt: three compounds from above.
SMILES	eIF4E-4G inh	NPY2 pot ag	PERK inh	BaF3 tox	Mdm2 ligase inh	S1P4 antagonist	S1P4 ag	Ba/F3 V617F tox	Wee1 stabilizer
Nc1nc(C23CC4CC(CC(C4)C2)C3)[nH]c(=O)n1	4	0	-0.7	4	-9	6	-1.2	1	-1
CC(CCCC(C)(C)O)NCCO (stereo not drawn)	x	2	1.3	7	x	-6	1.7	-1	4
CC(O)CSc1nc2c(c(=O)[nH]c(=O)n2C)n1CC(O)COc1ccccc1 (stereo not drawn)	3	-7	0.6	10	-9	-10	-0.1	2	7

Remaining list, next part
SMILES	eIF4E-4G inh	NPY2 pot ag	PERK inh	BaF3 tox	Mdm2 ligase inh	S1P4 antagonist	S1P4 ag	Ba/F3 V617F tox	Wee1 stabilizer
CCOC(=O)c1ccc(N2CCCCC2)c(NS(=O)(=O)c2cccc(C(F)(F)F)c2)c1	6	-4	0.5	0	-15	15	-0.5	-3	2
O=C(c1cccs1)N1CCc2c([nH]c3ccccc23)C1c1ccccn1 (stereo not drawn)	0	17	-0.6	1	4	-3	-2.7	3	4
CCN(CC)S(=O)(=O)c1cc(NC(=O)NCCCl)ccc1C	-3	-8	1.1	-5	-1	6	0.9	1	1
Cc1nc2ccc(NC(=S)NC(C)C)cc2nc1C	2	4	0.2	3	-14	2	2.1	-1	-4
Cc1ccc(NC(=O)CS(=O)CC(=O)N(c2ccc(C)cc2)C(C)C(=O)NC2CCCCC2)cc1 (stereo not drawn)	4[fluorescence artefact?]	-2	-1.0	7	x	-7	1.6	0	-3
CCC(C)Nc1nc2c(C)cccn2c(=O)c1C=Nc1ccc(OC)cc1 (stereo not drawn)	-1	4	-0.2	0	-8	-5	0.6	2	0
Cc1nc2ccccn2c1C(=O)N/N=C/c1ccccc1[N+](=O)[O-]	22[fluorescence artefact?]	-5	1.3	-1	-15	-11	2.4	-2	-1
CC[N+](C)(CC)CCC/C(=N/O)C(O)(c1ccccc1)c1ccccc1	4	4	1.4	-3	-4	0	0.8	-2	-3
Cc1[nH]c(=O)[nH]c(=O)c1N1CCOCC1	-4	6	2.2	2	-7	-3	1.8	-4	-4
Cn1c(SC2=CS(=O)(=O)c3ccccc32)nc2ccccc21	-3	20	-0.1	65*	-22	17	1.5	89*	5
CNc1ccc(Oc2nc([N+](=O)[O-])nn2C)cc1	2	0	0.1	0	-4	-17	1.6	1	-2
COC(=O)COc1ccc(S(=O)(=O)Nc2ccc(NC(C)=O)cc2)cc1C	3	-10	-0.3	0	-14	5	1.5	0	0
C/C(=N/NC(N)=S)c1ccc(Br)s1	-4	-14	0.8	7	-9	-10	0.7	7	-1
Nc1nc(CSc2nc3ccccc3[nH]2)nc(N2CCOCC2)n1	2[fluorescence artefact?]	20	0.0	2	-18	-26	-2.5	-2	2
COc1cc(C(=O)Nc2ccc(C(=O)O)cc2)ccc1OC(C)=O	-1	0	0.4	11	12	-11	0.6	8	0
COCC(=O)Nc1c(C(=O)Nc2ccc3c(c2)OCCO3)oc2ccccc12	7	-7	0.5	4	-2	-12	1.0	-3	12*
Clc1cc(Br)ccc1OCCCNCc1ccccc1	-6[fluorescence artefact?]	1	-0.8	5	-15	-2	-1.7	5	5
COc1cc(NC(=O)Cc2ccccc2)ccc1NC(=O)c1ccco1	-5	4	-1.1	-1	-6	-19	0.3	-3	4
CCOC(=O)CSC(=S)NC(=O)c1ccc(OC)cc1	15	4	0.1	6	-1	-26	1.9	2	2
Cc1sc(NC(=O)Cn2c(=O)oc3ccccc32)nc1-c1ccc(Cl)cc1	-3	1	0.4	2	-9	-8	-0.7	-1	1
Cc1cc(C)nc(SCc2cn3ccccc3n2)n1	-2	-10	0.3	-3	2	-8	0.4	-3	-1
COCCCn1c(SCC(=O)NCc2ccccc2)nc2ccccc2c1=O	2	4	-0.7	7	-1	-7	-2.4	1	-1
CC(=O)Nc1ccc(N2CCN(c3ccc(C(F)(F)F)cn3)CC2)nc1	3	-4	1.5	-1	-13	13	1.9	2	6
CCC(Sc1nc2n[nH]c(C)c2c(=N)n1-c1ccc(C)c(Cl)c1)C(=O)N1CCOCC1 (stereo not drawn)	-2	8	0.8	2	-11	-24	0.4	-2	1
Cc1cc(C)nc(/N=C(/NC(=O)Nc2ccc(Cl)c(Cl)c2)Nc2cccc(Cl)c2)n1	1[fluorescence artefact?]	-1	1.4	3	-21	-12	2.5	-2	-1
C#CCNC(=O)C1=C[C@H](c2ccc3c(c2)OCO3)C[C@H](OCc2ccc(CO)cc2)O1	-2	-20	0.7	-4	x	10	-0.1	-4	3
Brc1ccc(-c2csc(N/N=C/c3cccnc3)n2)cc1	2	4	-0.3	-1	-11	-17	1.7	-1	2

Source: PubChem BioAssay
